Source: PubChem
bovine MsrA act = activators of bovine methionine sulfoxide reductase A; purified bovine MsrA, absorbance read-out; activation, % at 10.6 µM; 360,000 compounds, 0.3% hits; AID 602163; in the data active means activation above about 7.5%;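 further: 0% = vehicle and 100% = reference activator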
MT1-MMP act inh = blocks activation of human MT1-MMP; P50281; HT1080 RFP-PRO-GFP cells, GFP/RFP ratio fluorescence, overnight; percent of plate control window, DMSO zero; GFP/RFP ratio change, % at 20 µM; 360,000 compounds, 0.061% hits;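 active means GFP/RFP ratio change of at least 30% with cell ATP level not reduced by more than half and red fluorescence within 50% of control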; further: strong numbers were not always called active
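Material – HT1080 RFP-PRO-GFP cells · Control set – DMSO wells and RFP-L50D-GFP cells · Incubation – overnight cell settling, then overnight compound exposure, 37 °C, 5% CO2 · Compound dosing – single-point 20 µM compound, 1% DMSO · Read-out – GFP/RFP fluorescence ratio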
Rpn11 block = Rpn11 (human) deubiquitinase inhibition; O00487; human 26S proteasome, Ub4-pepOG fluorescence polarization; 20S core pre-blocked with epoxomicin; calls only at 20 µM; 360,000 compounds, 0.59% hits; AID 588493;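 active means inhibition at 20 µM, scaled to each plate's controls, above about 33%, limit read from the data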
CSN inh = inhibitors of human CSN-mediated cullin deneddylation | Q92905 | Purified CSN, SCF-Nedd8-OG deneddylation, fluorescence polarization | inhibition, % at 12.5 µM | 360,000 compounds, 0.38% hits | AID 651999;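 active means pattern-corrected inhibition above about 35%, with an unprinted fluorescence ratio check between 0.5 and 1.5, limit read from the data, passing the limit was not always enough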;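 further: 0% = enzyme with substrate and 100% = substrate without enzyme; some results filed as inactive read as strong as hits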
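Assay system: HEK293T-derived human Csn5 enzyme; quantity: 0.24 nM enzyme; medium: Tris/NaCl/DTT buffer, pH 7.5; also added: substrate SCFSkp2-Nedd8OG, 10 nM; doses: 12.5 µM compound; schedule: 90 min reaction at room temperature; signal: FP; read-out: % inhibition of substrate cleavage by Csn5; benchmarks: substrate-only high control, full reaction low control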
FAS TE block = FAS thioesterase (human) inhibition | recombinant FAS-TE, OMFH fluorogenic substrate, fluorescence endpoint | inhibition, % at 15 µM | P49327 | 360,000 compounds, 0.67% hits;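 active means compounds whose normalised, plate-corrected inhibition of enzyme fluorescence in the single-dose primary screen is 50% or more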;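 further: 0% = DMSO with enzyme and 100% = substrate without enzyme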
MsrA inhibitor = inhibits bovine methionine sulfoxide reductase A. purified bovine MsrA, absorbance read-out. inhibition, % at 15.5 µM. 360,000 compounds, 0.75% hits; in the data active means inhibition above about 4.5%;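 further: 0% = vehicle wells with enzyme and 100% = reference inhibitor wells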
eLon inh = inhibitors of E. coli Lon protease | 360,000 compounds, 0.42% hits | P0A9M0 | AID 602123 | inhibition, % at 7.94 µM | purified E. coli Lon protease, fluorescence polarization; in the data active means inhibition above about 13%, passing the limit was not always enough;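 further: 0% = enzyme with probe and DMSO and 100% = no enzyme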
MLLE-PAM2 inh = blocks PAM2 peptide binding to the PABP1 MLLE domain; inhibition, % at 20 µM; P11940; 360,000 compounds, 0.36% hits; AID 588489; GST-MLLE / FITC-PAM2 fluorescence polarization; in the data active means inhibition above about 35%, passing the limit was not always enough;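 further: plate controls were DMSO wells with GST-MLLE for no effect and wells lacking GST-MLLE protein for full effect; some results filed as inactive read as strong as hits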
Rin1-Abl PPI inh = blocks binding of human Rin1 to Abl; inhibition, % at 7.35 µM; 360,000 compounds, 0.4% hits; TR-FRET Rin1/Abl binding, biochemical; in the data active means inhibition above about 5%, passing the limit was not always enough
An asterisk follows results filed as active; i = inactive; x = no result given.

SMILES,bovine MsrA act,MT1-MMP act inh,Rpn11 block,CSN inh,FAS TE block,MsrA inhibitor,eLon inh,MLLE-PAM2 inh,Rin1-Abl PPI inh
CC(O)CNc1nc2sc3c(c2c(=O)n1CCc1ccccc1)CCCCC3 (configuration not stated),-1,-6,i,1,47,0.2,-1,25,-1
CCCC(=O)Nc1nn(C)c2nc3ccc(C)cc3cc12,-3,3,i,1,0,0.4,-11,3,0
CCOc1ccc(-c2c(C(=O)N/N=C/c3cccc(Br)c3)nnn2-c2nonc2N)cc1,-4,0,i,-6,-1,0.0,-7,-4,1
COc1ccc(CC(=O)OCn2nnc3ccccc3c2=O)cc1,0,-2,i,-1,12,-0.2,13,5,-5
COC(=O)CSc1nc(C)c2ccc(OC)cc2n1,-5,5,i,-2,-4,1.4,-7,-11,-2
Cn1cc2cc([N+](=O)[O-])ccc2n1,-8,-2,i,-1,3,1.0,7,12,-2
COc1ccc(S(=O)(=O)N2CC(=O)Nc3ccccc32)cc1C,-4,2,i,0,-7,1.1,0,-15,0
Cc1ccc(NC(=O)CN(C)C(=O)Cc2ccc3c(c2)CCC3)cc1,-2,3,i,3,0,-0.2,-7,-34,-2
Cc1ccc([C@H]2C[C@@H](n3cc(COC(=O)c4ccccc4)nn3)[C@H](O)CN2C(=O)C2CCCCC2)cc1,-2,2,i,-4,6,-0.7,-6,4,-1
Nc1cccc(/C=C/C(=O)O)c1,-7,2,i,0,-4,0.6,-1,-2,-1
Cc1ccc(S(=O)(=O)Oc2ccc(/C=N/N=C3/NC(=O)C(CC(=O)O)S3)cc2)cc1[N+](=O)[O-] (configuration not stated),-5,4,i,7,-4,3.8,-1,-27,1
CCOc1nc2cnccc2n(CC(=O)Nc2ccccc2F)c1=O,-2,4,i,2,-5,0.2,-3,10,2
CC1CCN(C(=O)CCC(=O)Nc2ccc([N+](=O)[O-])cc2)CC1,-11,-6,i,1,6,2.3,-14,-11,-6
C=C1c2cc(OC)ccc2NC(=O)N1CC,-2,4,i,-1,-6,0.7,-2,6,1
Clc1ccccc1CSc1nnc([C@@H]2CCCN2)o1,-2,1,i,-1,-1,0.4,3,-26,-3
Cc1nc2ccc(NC(=S)NCc3ccccc3)cc2nc1C,-4,8,i,-2,4,1.1,-1,-1,1
CCc1sc(C(=O)N2CCCN(C)CC2)cc1Br,-1,-1,i,-1,-6,-0.9,2,16,0
Cn1cccc1/C=N/NC(=O)C12CC3CC(CC(C3)C1)C2,-3,2,i,1,-5,2.5,-12,6,1
CCCCn1c(N)c(N(CCOC)C(=O)CCNC(=O)c2ccc(Br)cc2)c(=O)[nH]c1=O,-2,-5,i,-7,-5,-1.1,-2,-18,-4
O=C(Nc1ccc([N+](=O)[O-])cn1)c1ccc(Br)o1,-3,-8,i,-16,6,5.6*,6,-8,-2
COc1cc(-c2noc(C)c2C(=O)NCCc2c[nH]c3ccccc23)cc(OC)c1OC,-7,6,i,1,0,-0.1,5,-3,1
CC(C)c1ccc(CN2CCC(C)(Oc3ccc(Cl)cc3)C2)cc1 (configuration not stated),-4,3,i,-4,19,0.3,-9,10,1
O=C(CNC(=O)c1ccccc1)OCc1cc(=O)n2cc(Br)ccc2n1,-5,1,i,8,-3,1.4,2,-1,-15
O=C(CN1C(=O)c2cccc3cccc(c23)C1=O)N1CCOCC1,-4,3,i,0,-5,0.1,-5,22,-7
CCOC(=O)N1CCC(NC(=O)c2ccc3c(c2)N=C(C)c2c(C)ccc(C)c2S3)CC1,-2,10,i,-3,11,-1.0,5,5,1
COC(=O)c1ccc(S(=O)(=O)N2CCC(C(N)=O)CC2)n1C,-10,-3,i,-1,-5,2.6,13,8,0
Cc1ccc(-c2nc(N)nc(N)n2)c(C)c1,-2,1,i,0,-14,-0.1,-5,1,1
N#Cc1ccccc1S(=O)(=O)Nc1ccc2c(c1)OCCO2,-2,0,i,1,0,0.6,-6,2,-1
Cc1ccc(/C=N/n2cnc3sc(C)c(C)c3c2=O)o1,-2,-1,i,-8,0,-0.3,-2,0,0
COC(=O)C1=C(C)N(CCCC(=O)O)C(=O)NC1c1ccc(C(F)(F)F)cc1 (configuration not stated),-3,7,i,-2,-6,-1.0,-4,-5,-2
O=C(CNC(=O)c1cccnc1)N/N=C/c1cccnc1,-1,-7,i,-1,-2,0.8,-4,0,2
NC(=O)NC(=O)CN1c2cccc3cccc(c23)S1(=O)=O,-1,3,i,-4,-6,0.8,-9,-1,1
Cc1ccc(S(=O)(=O)N2CCN(C(=O)c3ccc(-n4cncn4)c([N+](=O)[O-])c3)CC2)cc1,-2,-4,i,-4,-6,0.7,-10,7,0
O=C(c1ccc(Oc2ccccc2)cc1)C1CCCN(C(=O)c2cnccn2)C1 (configuration not stated),-1,-1,i,4,-6,-1.0,4,8,-1
OCC1OC(n2ccc3c(NO)ncnc32)C(O)C1O (configuration not stated),-11,-29,i,-2,-4,-0.6,-7,-27,2
COc1ccc(/C=C(\NC(=O)c2cccs2)C(=O)Nc2cccc3ccccc23)cc1OC,-4,-1,i,2,8,3.1,-15,-9,-3
C[C@@H](c1ccccc1)N1C[C@H](COCc2ccccc2)Oc2cc(N3CC[C@H](O)C3)ccc2S1(=O)=O,-1,0,x,-10,37,-0.7,7,x,x
O=C(CSC(=S)N1CCCCC1)Nc1ncc2c(n1)CCCC2=O,-6,-5,i,-2,-1,-0.8,3,4,-2
COc1ccc(CSCC(=O)Nc2ccc(S(=O)(=O)N3CCCCCC3)cc2)cc1,8.8*,-12,i,-3,32,0.1,-21,14,-5
O=C(NCc1ccccc1)c1cc(C2COCCN2C(=O)c2ccccc2)on1 (configuration not stated),-2,-2,i,3,-5,-1.6,2,2,4
O=C(COC(=O)COc1ccc2c(c1)CCC2)Nc1ccccc1C(F)(F)F,-1,-4,i,2,-5,-1.4,-22,0,3
COc1ccc(S(=O)(=O)NCCC(=O)N2CCCN(C)CC2)cc1,-2,3,i,0,-8,1.1,-6,9,3
Cn1c(=O)c(C(=O)NCCc2ccc(Cl)cc2)c(O)c2ccccc21,-3,-5,i,0,11,-0.1,-6,-4,1
COc1cc(OC)c(NC(=O)CCNS(=O)(=O)c2ccc3c(c2)CC(C)N3C(C)=O)cc1Cl (configuration not stated),-2,4,i,9,2,0.3,1,-3,-2
CC(C)(C)NC(=O)CCc1ncc(C(F)(F)F)cc1Cl,-16,10,i,-3,-6,-1.3,-9,-2,7
c1ccc(-c2nnc3ccc(N4CCC5(CC4)OCCO5)nn23)cc1,-9,2,i,4,-5,0.2,-10,14,-3
Cn1c(=O)n(Cc2ccco2)c(=N)c2c3c(sc21)CCCC3,-5,-1,i,1,0,-1.3,7,9,2
CCn1nc(NC(=O)C2CCCO2)c2cc3cc(C)ccc3nc21 (configuration not stated),-10,7,i,3,-10,0.5,-6,-5,-4
COCCC(=O)N1CCC(Oc2ccc(C(=O)NCc3csc(C)n3)cc2)CC1,-1,0,i,-1,-7,-1.1,7,-9,1
CCOC(=O)N1CCN(C(=O)C[C@@H]2C[C@@]3(C(=O)OC)CCCCC=C3N(Cc3ccccc3)C2=O)CC1,-1,2,x,-8,-10,-0.7,-3,x,x
CN(C)S(=O)(=O)c1cccc(NC(=O)c2cncc(Br)c2)c1,-2,-7,i,-7,-6,-0.1,3,0,3
C/C(CC(=O)Nc1ccccn1)=N\NC(=O)C(=O)Nc1cccc(Cl)c1C,-1,2,i,0,-2,0.0,-4,5,-4
Cc1nc([N+](=O)[O-])cn1CC(=O)Nc1ccc(Cl)cc1,-2,4,i,2,0,0.2,5,10,2
COc1ccccc1CCNC(=O)CC1C(=O)NCCN1CCCc1ccccc1 (configuration not stated),-10,x,i,3,-2,-0.7,1,-6,3
Cc1ccccc1-n1ncc2c1CC(C)(C)CC2NC(=O)CCN1CCCCC1=O (configuration not stated),-8,-3,i,-1,-6,1.1,0,-5,0
CC(=O)NNC(=S)NC(=O)c1cccc([N+](=O)[O-])c1,2,1,i,-17,-9,0.6,-1,19,1
O=C(Nc1c2c(nn1-c1ccccc1)CSC2)c1ccc(N2C(=O)CCC2=O)cc1,-6,-2,i,0,-8,0.5,2,31,0
Cn1c(=O)[nH]c(=O)c2c1nc(N1CCCC1)n2CCO,-1,1,i,1,-2,-1.2,-11,-2,-3
Cc1cccc(C(=O)NNC(=O)c2ccc(NS(=O)(=O)c3cccs3)cc2)c1C,-2,3,i,2,-6,1.1,5,0,-1
O=C(N/N=C/c1cc(Br)cs1)c1ccccc1[N+](=O)[O-],0,18,i,2,-4,1.1,-10,2,2

Further compounds:
SMILES,bovine MsrA act,MT1-MMP act inh,Rpn11 block,CSN inh,FAS TE block,MsrA inhibitor,eLon inh,MLLE-PAM2 inh,Rin1-Abl PPI inh
Cc1nc2ccc(NC(=O)COc3ccccc3F)cc2s1,-7,5,i,-4,-4,1.0,-1,6,5
N#Cc1nc(-c2ccco2)oc1N1CCN(Cc2ccccc2)CC1,-3,6,i,0,2,1.5,-3,-6,-2
CCCCNC(=O)COn1nnc2ccc(S(=O)(=O)N3CCOCC3)cc21,-1,-6,i,-3,-4,0.2,-15,-4,-3
C=CCNC(=S)NNC(=O)C(CCC(C)C)CC(C)(C)O (configuration not stated),0,2,i,-5,-6,0.5,-2,-8,0
NC(=O)[C@@H]1CCCCNc2c(F)cc([N+](=O)[O-])cc2C(=O)N[C@@H](CC(=O)O)C(=O)N[C@@H](CCC(=O)O)C(=O)N1,-5,2,i,5,-6,x,-5,1,0
O=C(Cc1ccccc1F)NC1CCSc2ccccc21 (configuration not stated),-4,-6,i,0,1,0.3,-5,-18,1
COc1ccc(CNC(=O)C2CCCC2)cc1,1,0,i,1,-4,-0.1,9,-12,-2
O=C(c1ccc(F)cc1)N1CCN(C(=O)c2cccnc2)CC1,1,3,i,0,-8,0.1,-11,-14,0
N#CCN1C(=O)C(=O)N(Cc2cccc(C(F)(F)F)c2)C1=O,-1,-3,i,0,-5,2.1,-19,-5,0
O=S(=O)(NCCOc1ccccc1F)c1ccc(Cl)cc1F,-7,-1,i,-2,8,0.4,-11,-2,0
CC(=O)NC(=S)NNC(=O)COc1ccc([N+](=O)[O-])cc1,0,0,i,1,2,0.1,-9,10,-1
O=C(c1ccc(F)cc1)N1CCC(O)(c2cccnc2)CC1,-1,-1,i,-5,-2,-0.2,-3,-3,-4
CC(C)CN(CC(C)C)S(=O)(=O)N1CCC(C(=O)NCc2ccco2)CC1,-2,0,i,-1,-4,0.9,9,-14,-1
O=c1[nH]cnc2c1ncn2-c1ccc(N(CCO)CCO)cc1,-6,-2,i,-1,-6,-0.5,-3,5,5
Cc1nc2ccccc2nc(=O)c1NNc1ccccc1,-6,9,i,1,10,2.4,-3,1,-1
CC(C#N)Sc1ccc(S(=O)(=O)N2CCCC2)cn1 (configuration not stated),-3,-2,i,3,-6,0.4,-11,24,2
